Pf growth 48h = Primary qHTS for delayed death inhibitors of the malarial parasite plastid, 48 hour incubation. P. falciparum luciferase growth in erythrocytes, 48 h. Potency, µM (highest dose often 28.7 µM), for inactives: at the highest dose activity change, negative = inhibition, actives largely listed as inhibitors. 310,000 compounds, 5.9% hits; note: potency is the fitted concentration of half-maximal effect; % is set by controls: 0 for no effect and ±100 for the full control effect
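First compound was added to culture medium, then infected red cells at 0.1% parasitemia and 2% hematocrit (final). After incubation at 37 C under 5% CO2, luciferase detection reagent was dispensed and light output recorded.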
HCV inh = qHTS Assay for Inhibitors of Hepatitis C Virus (HCV); Huh7.5.1 HCVcc-Cre infection, luciferase reporter, 44 h; 340,000 compounds, 3.4% hits; Potency, µM (doses to about 41.8 µM), without a hit: top-dose activity change, negative = inhibition, most hits filed as inhibitors; AID 651820, 2012; note: potency is the fitted concentration of half-maximal effect; % is set by controls: 0 for no effect and ±100 for the full control effect
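Seed cells (1,000/well) for 4 h; treat with compound and infect with HCVcc-Cre, moi about 0.5. Incubate 44 h, then detect luciferase activity.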
Shiga toxin inh = A qHTS for Small Molecule Inhibitors of Shiga Toxin. Vero cells, Shiga toxin protein synthesis inhibition reporter. inhibition, % at 38.7 µM. 290,000 compounds, 9.2% hits. AID 2315, 2010; in the data active = inhibition mostly above about 28%, no sharp cut-off; inactive = mostly below about 43%; note: 0% is about no effect
Cycloheximide cs = Cycloheximide Counterscreen for Small Molecule Inhibitors of Shiga Toxin. cell reporter, cycloheximide protein synthesis inhibition counterscreen. max response, %. 300,000 compounds, 12% hits. AID 2314, 2010; in the data active = max response mostly above about 13%, no sharp cut-off; inactive = mostly below about 14%; note: read at 38.3 µM for the half of the compounds with a filed dose; 0% is about no effect
LmPK inh = qHTS Assay for Inhibitors of Leishmania Mexicana Pyruvate Kinase (LmPK); 290,000 compounds, 0.37% hits; purified LmPK, Kinase-Glo ATP luminescence, 1 h; Potency, µM (doses to about 57.5 µM), for the others: top-dose activity change, negative = inhibition, hits mostly inhibitors; AID 1721, 2009; note: potency is the fitted concentration of half-maximal effect; % is set by controls: 0 for no effect and ±100 for the full control effect
Target sequence (Q27686 whole entry, looked up): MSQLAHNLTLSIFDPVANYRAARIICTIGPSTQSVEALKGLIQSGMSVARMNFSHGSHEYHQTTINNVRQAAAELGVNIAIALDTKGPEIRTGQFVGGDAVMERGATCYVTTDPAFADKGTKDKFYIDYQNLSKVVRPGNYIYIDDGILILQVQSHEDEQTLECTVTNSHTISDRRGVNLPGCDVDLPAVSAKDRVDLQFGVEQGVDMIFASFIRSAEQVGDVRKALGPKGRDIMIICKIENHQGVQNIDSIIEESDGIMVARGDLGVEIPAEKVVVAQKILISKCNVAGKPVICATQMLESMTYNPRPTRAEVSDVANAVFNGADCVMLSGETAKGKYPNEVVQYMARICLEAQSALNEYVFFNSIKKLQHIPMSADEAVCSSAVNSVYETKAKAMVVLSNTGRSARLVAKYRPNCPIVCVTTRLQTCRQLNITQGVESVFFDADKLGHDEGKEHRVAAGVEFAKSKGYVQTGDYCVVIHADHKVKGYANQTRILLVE
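In 50 mM imidazole pH 7.2 with 7 mM MgCl2, LmPK (0.1 nM) turned over PEP (0.5 mM) and ADP (0.1 mM) for 1 h at room temperature. Luciferase read-out of ATP.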
Pf growth 96h = Primary qHTS for delayed death inhibitors of the malarial parasite plastid, 96 hour incubation. P. falciparum luciferase reporter growth, 96 h. Potency, µM (doses to about 28.7 µM), inactives show top-dose activity change, negative = inhibition, actives largely listed as inhibitors. 320,000 compounds, 6.9% hits; note: potency is the fitted concentration of half-maximal effect; % is set by controls: 0 for no effect and ±100 for the full control effect
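Infected RBCs, 2% Hct / 0.05% parasitemia final; luciferase-reporter P. falciparum; cpd 96 h, 37 C, 5% CO2; luciferase detection reagent; luminescence.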
Tb PYK inh = qHTS of Trypanosoma Brucei Inhibitors; pyruvate kinase (Trypanosoma brucei), Q57TT1; TbPYK enzyme, Kinase-Glo Plus ATP luminescence, 45 min; Potency, µM (series often up to 76.8 µM), for inactives: at the top dose activity, negative = inhibition, usual class: inhibitors; 410,000 compounds, 0.12% hits; AID 624173, 2012; note: potency is the fitted concentration of half-maximal effect; % is set by controls: 0 for no effect and ±100 for the full control effect; nearly all actives have a fitted effect of over 50% in size
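Glycolytic pyruvate kinase of T. brucei was incubated with substrate, test compound and 130 uM ADP for 45 minutes at room temperature. Luminescent Kinase-Glo Plus signal was measured after 10 minutes.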
Active calls of the source: *; ? = inconclusive; · = not tested or not shown; & = joins results of further samples; [ ] = remark or other dose. Unless noted, calls come from the whole dose curve; as a rule, active = well fitted curve in the direction sought with a large enough effect; inconclusive = small, poorly fitted or top-dose-only effect, or another doubt; inactive = no such curve, though single readings can be large; an effect the other way counts as inactive or inconclusive. Rows were taken by chance, and some 24% of all compounds hit somewhere here.

SMILES	Pf growth 48h	HCV inh	Shiga toxin inh	Cycloheximide cs	LmPK inh	Pf growth 96h	Tb PYK inh
CS(=O)(=O)N1CCc2cc(C(=O)O)ccc21	-9%	1%	-5	-1	4%	-5%	2%
Cc1cc(C)nc(SCc2nc3nc(C)cc(C)n3c2Br)n1	10µM*	3%	-1	-3	1%	1.5µM*	-18%
CC(C)(C)n1cc(C(=O)c2ccccc2OCCCF)cn1	3%	-2%	-4	-2	0%	0%	1%
COc1ccccc1Oc1ccc(S(=O)(=O)N2CCCC2)cc1	-3%	?	17	8	-1%	-11%	1%
COC(=O)c1sccc1NC(=O)Nc1ccccc1Cl	14%	8%	-11	-2	-1%	?	0%
O=C(CSc1cn(Cc2cccc(F)c2)c2ccccc12)NCc1ccc(F)cc1	-18%	-9%[8.37 µM]	13	-1	-1%	?	4%
CS(=O)(=O)c1ccc(N2CCN(c3ccccn3)CC2)c([N+](=O)[O-])c1	-21%	7%	-5	-9	2%	-8%	1%
COc1ccc(C(=O)Cn2c(=O)oc3ccc(C)cc32)cc1	-28%	-1%	7	2	10%	35%[activator]	-10%
COc1cc(/C=N/NC(=O)c2ccc(CSc3nc4ccccc4[nH]3)cc2)ccc1O	?	?	-6	-3	-2%	?	-4%
C/C(=N\NC(=O)c1ccc(=O)[nH]n1)c1cccnc1	14%	31%[activator]	24	6	-1%	-1%	3%
COc1ccc(S(=O)(=O)N2CCC3(CC2)OCCN3S(=O)(=O)c2cccs2)cc1OC	?	?	·	·	·	9.3µM*	-3%
CCOCCCNC(=O)C1(O)c2cc(Br)ccc2NC(=O)N1c1cccc(OC)c1 (stereo unspecified)	5%	8%	-9	-6	0%	-3%	2%
CCCCNS(=O)(=O)c1ccc2nc(SCC(N)=O)[nH]c2c1	13%	8%	-14	1	-1%	20%	-5%
COc1ccc(C(C(=O)NC2CCCC2)N2CCc3ccccc32)cc1 (stereo unspecified)	?	17%	-3	-2	1%	?	-4%
CSc1ccccc1C(=O)Nc1cc2c(cc1C(=O)O)OCCCO2	1%	-2%	-4	-3	3%	-1%	1%
O=[N+]([O-])c1ccc(OC/C=C2\Oc3ccc([N+](=O)[O-])cc3C2N2CCOCC2)cc1 (stereo unspecified)	?	?	-3	1	1%	8%	4%
Cc1c(NCc2cc(Cl)cc(Cl)c2O)c(=O)n(-c2ccccc2)n1C	·	?	-10	-3	-8%	-19%	1%
Cn1ccsc1=NC(=O)c1ccc(S(C)(=O)=O)cc1	24%	2%	37*	14	-21%	28%	-3%
CC(=O)Nc1ccc(NC(=O)C(C)OC(=O)CCCc2c[nH]c3ccccc23)cc1 (stereo unspecified)	-17%	25%	·	·	·	22%	-1%
CN(C)CCNc1nc(-c2ccco2)c2c(c1C#N)CC(C)(C)OC2	-4%	?	-14	-4	1%	?	4%
O=[N+]([O-])c1cccc(/C=N/n2cnnc2)c1O	17%	37%[activator]	-13	4	-3%	250%[activator]	-1%
COc1ccc2c(c1)cc1c(=O)n(CC(=O)NC(C)CCc3ccccc3)nc(C)n12 (stereo unspecified)	9%	12%	14	-4	-4%	17%	0%&6%
COCCSc1nc(N)c(NC(=O)c2ccco2)c(=O)[nH]1	-4%	·	-12	-2	3%	3%	4%
O=S(=O)(/N=C(/Nc1cccc2ccccc12)c1ccccc1)c1ccc(F)cc1	4%	-6%	8	0	11%	-6%	4%
Cn1c(O)c(C=NCc2cccs2)c(=O)n(C)c1=O	11%	12%	-8	-3	-1%	6%	3%
SMILES	Pf growth 48h	HCV inh	Shiga toxin inh	Cycloheximide cs	LmPK inh	Pf growth 96h	Tb PYK inh
CC(=O)Oc1cc(O)c2c(c1)OC(c1ccc(OC(C)=O)c(OC(C)=O)c1)C(OC(C)=O)C2=O (stereo unspecified)	19%	18%	1	-3	-3%	213%[activator]	3%
N=c1sccn1CC(=O)NC(c1ccccc1)c1ccccc1	8%	-8%	-15	-1	1%	5%	1%
COc1ccccc1CN1CC(C(=O)NC2(c3ccccc3)CC2)CCC1=O (stereo unspecified)	46%[activator]	-7%	1	11	0%	-25%	-4%
CN(C)c1ccc(C(=O)NNC(=O)Nc2ccccc2)cc1	1%	-25%	16	2	1%	25%	-3%
COc1ccc(CNC(=O)CCn2nc(C)c3c(C)n(-c4ccccc4)nc3c2=O)c(OC)c1	-12%	-9%	-6	-2	1%	?	2%
O=C(COc1ccccc1)N(Cc1cccc(F)c1)C1CCS(=O)(=O)C1 (stereo unspecified)	?	12%	-3	0	4%	?	-10%
CCc1ccc(CCC(=O)Nc2ccc(C(C)=O)cc2)o1	?	?	29	8	3%	6%	-13%
CC(=O)Nc1ccc(NC(=O)COC(=O)c2ccco2)cc1	2%	5%	13	11	7%	11%	0%
CCOc1ccccc1N(C(=O)CNC(=O)c1ccco1)C(C(=O)NC1CCCC1)c1cccnc1 (stereo unspecified)	?	19%	20	-1	-2%	?	0%
C=CCNC(=O)c1onc(CSc2cc(C)ccc2C)c1C(=O)O	3%	10%	-3	0	14%	103%[activator]	0%
CC(C)CC(=O)NC(NC(=S)Nc1cccc2cccnc12)C(Cl)(Cl)Cl (stereo unspecified)	?	?	-3	-4	-1%	-1%	-18%
Cc1ncc(C[n+]2csc(CCO)c2C)c(N)n1	-7%	26%&13%&-4%	-1	-1	-1%	-12%	-3%
COc1cccc(-c2cc(C(=O)N3CCN(c4ccc(F)cc4)CC3)no2)c1	11%	-5%	-17	-2	1%	17%	-5%&-11%
CN1C/C(=C/c2cccs2)C(=O)/C(=C\c2cccs2)C1	-48%	-9%	66	36*	2%	-17%	-2%
Cc1ccc(S(=O)(=O)C2(C(=O)N3CCCC(C)C3)CC2)cc1 (stereo unspecified)	31%[activator]	-1%	-14	1	-3%	11%	-2%
COC(=O)c1ccc(NC(=O)CCn2cccc2)cc1	16%	-11%	3	12	0%	-22%	5%
COc1cccc(C(=O)c2cn(CC(=O)NCc3ccco3)c3nc(C)ccc3c2=O)c1	-18%	1%	-11	-2	-3%	4.1µM*	3%
Cc1cc(Br)c2[nH]cc(CCNC(=O)c3ccco3)c2c1	?	13µM*	7	-3	2%	?	-4%
COc1ccc(C2(c3ccc(OC)cc3)NC(=O)N(CC(=O)Nc3ccc(C(=O)N(C)C)cc3)C2=O)cc1	?	-13%	-12	-2	0%	?	-11%
O=C(OCCN1C(=O)c2cccc3c(N4CCOCC4)ccc(c23)C1=O)c1cccc(Cl)c1	?	11µM*	-3	1	-1%	?	-20%
COc1ccc(F)cc1C(=O)C1CCCN(Cc2c(C)n(C)n(-c3ccccc3)c2=O)C1 (stereo unspecified)	22%	-2%	-1	-1	0%	3%	3%
CC1(C)CC(CC(=O)Nc2ccc([N+](=O)[O-])cc2)C(=O)O1 (stereo unspecified)	43%[activator]	-5%	-6	2	-3%	?	-7%
CCOC(=O)c1ccc(N2C(=O)C(O)=C(C(C)=O)C2c2ccc(O)c(OC)c2)cc1 (stereo unspecified)	-10%	1%	1	15	0%	·	3%
O=C(CCCn1c(=O)oc2ccccc21)N1CCc2ccccc2C1	26%	11%	38*	27*	-4%	?	2%
Cc1cc(C)nc(/N=C2\NC(=O)CC(C(=O)O)N2CCc2c[nH]c3ccccc23)n1 (stereo unspecified)	·	7%	-3	-7	12%	36%[activator]	1%
SMILES	Pf growth 48h	HCV inh	Shiga toxin inh	Cycloheximide cs	LmPK inh	Pf growth 96h	Tb PYK inh
Cc1cccc(C)c1NC(=O)CN(c1ccccn1)S(=O)(=O)c1ccc(F)cc1	-4%	?	-2	-2	-5%	13%	10%
CC(=O)c1cccc(N(C(=O)c2ccco2)C(C(=O)NC2CCCC2)c2ccc(N3CCOCC3)cc2)c1 (stereo unspecified)	?	13%	1	-1	-1%	17%	-11%
O=C(CNC(=O)c1ccco1)OCc1ccc(C(=O)c2ccccc2)cc1	14%	-21%	-2	9	1%	-5%	-3%
Cc1c(C(=O)Nc2ccc(F)cc2)sc2ncn(CC(=O)N3CCCCC3)c(=O)c12	7%	-9%	16	11	0%	-23%	0%
O=S(=O)(c1ccc(C(F)(F)F)cc1)N1CCN(CCOc2ccccc2)CC1	?	?	·	·	·	2%	-3%
O=C(O)CCC(=O)NCCC1=c2ccccc2=N/C1=C\c1c(O)n(Cc2ccc(F)cc2)c(=S)[nH]c1=O	40%	7%	-8	-4	13%	96%[activator]	?
CCCC1(C(=O)O)NC(c2ccccc2O)C2C(=O)N(Cc3ccccc3)C(=O)C21 (stereo unspecified)	·	22%	-16	-2	14%	-27%	6%
O=C(NCc1nnnn1-c1ccc(F)cc1)C1CC(=O)N(c2ccc(F)cc2)C1 (stereo unspecified)	2%	5%[8.37 µM]	·	·	·	-5%	-3%
COc1ccccc1CNC(=O)C1CCN(C(=O)NC2CCCCC2)CC1	-7%	8%	-9	-2	0%	4%	-1%
CCOC(=O)C1CC(c2ccc(Cl)cc2)=NNC1=O (stereo unspecified)	?	8%	-8	0	-4%	26%	-5%
CNC(=O)C1CC(=O)N(CCc2ccc(OC)c(OC)c2)C(=Nc2ccc(F)cc2)S1 (stereo unspecified)	?	7%	26	1	-6%	73%[activator]	-3%
CCOc1ccc(CN2CCN(Cc3ccc4cc(F)ccc4n3)CC2CCO)cc1 (stereo unspecified)	8%	?	-10	-4	12%	13µM*	5%
O=c1c2[nH]c3ccc(F)cc3c2ncn1Cc1ccncc1	8%	4%	19	16	-2%	22%	4%
COc1ccc(/C=C2\SC(=O)N(CCCC(=O)Nc3ccc(C(=O)O)cc3)C2=O)cc1OC	5%	14%	-20	-4	-12%	-24%	-9%

Screens: PubChem BioAssay, National Center for Advancing Translational Sciences (NCATS)
